Jurkat NFkB inh – inhibitors of the PMA/ionomycin-induced NF-kB reporter in Jurkat cells; inhibition, % at 4 µM; PMA/ionomycin-induced NF-kB luciferase reporter, luminescence; actives 0.53% (n = 330,000); AID 435003
Apaf-1 inh – inhibitors of human Apaf-1 apoptosome. O14727. reconstituted apoptosome caspase-3 activity, DEVD-Rh110 fluorescence. inhibition, % at 20 µM. actives 0.71% (n = 330,000). AID 489030; active = inhibition of at least 40% at 20 µM;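 also: plate controls were DMSO wells for no effect and DEVD-CHO caspase inhibitor wells for full effect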
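System: reconstituted apoptosome with Apaf-1, cytochrome c, caspase-9, procaspase-3, dATP; Signal: Rh110 fluorescence intensity; Schedule: 30 min compound preincubation, 50 min activation, room temperature; Reagent: cytochrome c trigger plus (Z-DEVD)2-Rh110 caspase-3 substrate.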
UBC13 polyUb – inhibitors of human UBC13 polyubiquitin chain formation. P61088. TR-FRET. inhibition, % at 20 µM. actives 0.47% (n = 330,000). AID 485273; in the data active = inhibition above about 45%, passing the limit was not always enough
Target sequence (P61088 whole entry, looked up): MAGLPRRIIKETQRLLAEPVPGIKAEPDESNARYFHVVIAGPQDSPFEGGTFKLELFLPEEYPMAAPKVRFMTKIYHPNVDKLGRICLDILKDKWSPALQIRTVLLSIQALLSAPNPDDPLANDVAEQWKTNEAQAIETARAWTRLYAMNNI
SENP8 block – blocks the human protease SENP8; actives 1.2% (n = 330,000); inhibition, % at 10 µM; Q96LD8; AID 2540; purified SENP8, Z-RLRGG-aminoluciferin cleavage, luminescence
Target sequence (Q96LD8 whole entry, looked up): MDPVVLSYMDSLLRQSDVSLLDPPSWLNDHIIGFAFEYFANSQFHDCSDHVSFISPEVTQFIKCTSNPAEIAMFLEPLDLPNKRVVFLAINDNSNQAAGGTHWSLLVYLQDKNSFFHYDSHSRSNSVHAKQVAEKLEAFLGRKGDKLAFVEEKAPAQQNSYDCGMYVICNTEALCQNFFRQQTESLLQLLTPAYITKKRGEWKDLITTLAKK
697 NFkB inh – inhibitors of the PMA/ionomycin-induced NF-kB reporter in 697 B cells | AID 435022 | actives 0.33% (n = 330,000) | 697 B-cell NF-kB luciferase reporter, 16 h | inhibition, % at 4 µM; in the data active = inhibition above about 35%
Gli-Sufu block – antagonists of Gli-Sufu signaling. inhibition, % at 5 µM. Sufu-KO-LIGHT fibroblasts, Gli luciferase reporter luminescence. actives 0.74% (n = 340,000);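 active = inhibition above about 55%, limit read from the data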;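 also: 0% = DMSO-treated cells and 100% = wells with medium but no cells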
EBI2 block – EBI2 (human) antagonism; P32249; EBI2 beta-arrestin recruitment, luminescence, 7a,25-OHC stimulated; inhibition, % at 5 µM; actives 0.81% (n = 360,000); in the data active = inhibition above about 38%;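 also: enzyme fragment complementation signal reports receptor beta-arrestin coupling in cells; 0% = agonist plus DMSO wells and 100% = wells without agonist; some results beyond the cut were filed as inactive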
CCR6 antagonist – CCR6 (human) receptor antagonism. inhibition, % at 20 µM. P51684. actives 0.49% (n = 340,000). CHO-K1 CCR6 PathHunter beta-arrestin, luminescence, CCL20-stimulated. AID 493098;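 active = compounds whose inhibition of the agonist-driven luminescence signal at 20 µM reaches about 50%, limit read from the data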;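 also: cells stimulated with CCL20 at 14 nM final; plate controls were DMSO with CCL20 for no effect and DMSO without agonist for full effect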
Target sequence (P51684 whole entry, looked up): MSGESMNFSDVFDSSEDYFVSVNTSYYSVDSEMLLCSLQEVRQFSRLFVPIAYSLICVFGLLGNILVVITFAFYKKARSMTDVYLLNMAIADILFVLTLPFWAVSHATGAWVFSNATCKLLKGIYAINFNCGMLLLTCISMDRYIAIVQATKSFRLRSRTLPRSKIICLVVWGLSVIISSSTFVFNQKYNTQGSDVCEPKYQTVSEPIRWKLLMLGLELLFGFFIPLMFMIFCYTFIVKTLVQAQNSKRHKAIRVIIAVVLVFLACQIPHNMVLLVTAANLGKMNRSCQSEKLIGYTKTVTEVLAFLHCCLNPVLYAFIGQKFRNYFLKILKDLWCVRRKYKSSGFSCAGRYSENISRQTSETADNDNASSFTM
Numbers without * were called inactive; nt = no result given. Rule as the data show it, unless noted: active = inhibition above about 50%; inactive = the rest. Not all compounds are listed; count on the stated rates, not on these rows.

Values in the order – Gli-Sufu block, UBC13 polyUb, 697 NFkB inh, EBI2 block, Jurkat NFkB inh, Apaf-1 inh, SENP8 block, CCR6 antagonist
O=C(Nc1ccc(F)cc1)c1ccc(CSc2ccc(Cl)cc2)o1
  -1, 3, 0, 15, 3, 20, -1, 14
CC(C)=CCC/C(C)=C/CC(C)(C)CNCCN1CCNCC1
  nt, 30, -13, nt, 4, 18, 0, nt
CC(C)(C)C(=O)N1CCN(c2ccc([N+](=O)[O-])cc2-n2cccc2)CC1
  6, -3, -15, 5, 2, -6, 1, 11
COc1ccc(S(=O)(=O)N(Cc2ccco2)Cc2cc3ccccc3[nH]c2=O)cc1
  0, -1, -3, -8, 5, 17, 3, -11
S=C(c1cn(Cc2ccccc2)c2ccccc12)N1CCOCC1
  6, 4, 6, -7, 13, 8, 5, 1
CN(CCCC1CCCC1)C(=O)c1cc(COc2ccc(F)cc2F)on1
  -1, 8, 11, 7, -12, 24, 1, 19
CC1(C)SC2c3ccccc3C(=O)N2[C@@H]1C(=O)NC1CCCC1 (stereo not given in full)
  27, 3, -22, -8, -3, -12, 1, 2
Cc1onc(-c2ccccc2Cl)c1C(=O)N1CCN(c2ccc(F)cc2)CC1
  22, 7, -10, 10, 0, 2, 0, 4
O=C(Cn1cccc1)N1CCN(C(c2ccccc2)c2ccccc2)CC1
  -4, -1, 7, 7, -12, 3, -2, -4
Cc1ccccc1C(=O)Nc1ccnn1C1CCN(CCCc2ccccc2)CC1
  17, 2, 4, 7, -1, 18, 1, 11
Cc1cc(C)n(C(=O)CNC(=O)c2ccc(Cl)cc2Cl)n1
  10, 15, 7, -1, 7, 2, -6, -3
CC1Oc2ccccc2N(CC(=O)NCCCN2CCOCC2)C1=O (stereo not given)
  32, -2, 21, -3, 10, -3, 4, -1
CC(=O)Nc1ccc(NC(=O)c2cccc(S(=O)(=O)N(C)C3CCCCC3)c2)cc1
  -2, 7, 1, -3, -16, 3, -5, 5
Cc1cc(C(=O)CSc2nc(N)cc(N)n2)c(C)n1CCc1ccc(F)cc1
  -4, 4, 24, 2, 11, 12, 7, -4
COc1ccc(NS(=O)(=O)c2ccc3nc(COc4cccc5ccccc45)[nH]c3c2)cc1
  5, -18, 0, 19, 7, 10, -9, -2

Values in the order – Gli-Sufu block, UBC13 polyUb, 697 NFkB inh, EBI2 block, Jurkat NFkB inh, Apaf-1 inh, SENP8 block, CCR6 antagonist
CCCn1c(SCC(=O)Nc2ccccc2Cl)nc(O)cc1=O
  -28, -4, -4, 2, -18, 7, 4, 9
CCC(C)N(C(=O)CSc1ncnc2sccc12)C1CCS(=O)(=O)C1 (stereo not given)
  7, -1, 14, -12, 6, -12, 6, 5
CN(C)c1ccc(P(=O)(OCc2ccccc2)C(O)c2ccc(Cl)cc2)cc1 (stereo not given)
  2, 1, 2, 2, -3, 4, 0, 8
CCN([C@H](CO)C(C)C)S(=O)(=O)c1ccccc1Br
  -5, nt, 5, -12, nt, 6, nt, 14
COc1nc(Cl)cn(-c2ccc(C)cc2)c1=O
  -3, 4, 21, -3, 4, -4, -1, 7
COc1cc(/C=N/N=C(\N)c2nonc2N)ccc1O
  -19, -8, -19, 0, -21, -9, 89*, 5
CN1CCN(Cc2oc(CO)cc(=O)c2O)CC1
  0, 7, 9, 6, 12, -9, -9, -6
O=C(OCC(=O)N1CCCc2ccccc21)c1ccccc1NCCO
  -5, 15, -2, -2, -3, 7, 13, 4
COC(=O)C1C2C=CC3(CN(C(C)c4ccc(OC)cc4)C(=O)C13)O2 (stereo not given)
  29, 6, -5, -2, -11, 8, 1, -4
O=C(OCCN1C(=O)c2ccccc2C1=O)c1cccc(OC(F)F)c1
  4, 3, -12, -1, 5, 7, 2, 14
COc1cccc(-n2ccnc2SCC(=O)N2CCc3ccccc32)c1
  -3, 8, 12, -2, 13, -10, 2, 0
O=C(O)CCSc1nnc(-c2ccc3c(c2)OCO3)o1
  15, -22, 17, -7, -3, -2, 2, -10
CC(=O)c1cccc(NC(=O)CCCOc2ccc(C)cc2)c1
  0, -1, 11, -7, 1, 5, -10, 10
O=C(Nc1ccc2c(c1)OCCO2)C1CCN(S(=O)(=O)Cc2ccccc2)CC1
  -7, -4, 2, -2, -1, 2, -18, -1
C(=C\c1cc(/C=C/c2ccccc2)ncn1)/c1ccccc1
  -56, -6, -141, 15, -117, 5, -16, 8

Values in the order – Gli-Sufu block, UBC13 polyUb, 697 NFkB inh, EBI2 block, Jurkat NFkB inh, Apaf-1 inh, SENP8 block, CCR6 antagonist
Cc1ccccc1OCC(=O)Nc1ccccc1-c1ccccc1
  -4, 0, -7, 19, -10, 16, 6, 27
Cc1cc(/C=N\NC(=O)CC(=O)NC2CCCCC2)c(C)n1-c1cccc(Cl)c1Cl
  -1, 8, 15, 2, 8, 15, -16, 13
COc1cc(/C=N/NC(N)=O)cc(Br)c1OCc1ccc(C)cc1
  10, -4, 2, 5, 1, 1, -9, 2
Cc1cccc(C)c1NC(=O)CN1C(=O)NC(C)(CCc2ccccc2)C1=O (stereo not given)
  -6, -5, -16, -8, 1, 0, -8, -3
Cc1cc(NC(=O)Cn2c(=O)n(CCCCC(=O)NC3CCN(Cc4ccccc4)CC3)c(=O)c3ccccc32)n[nH]1
  nt, 52*, 9, nt, 7, -11, -1, nt
COc1cc(OC)cc(-c2c(C#Cc3ccsc3)c3cc(-c4ccc5[nH]ccc5c4)ccc3n2C)c1
  7, -18, -19, -3, -4, -8, 6, -3
CCNC(=O)C1=C(O)c2sccc2N(C)S1(=O)=O
  -5, -10, -4, -6, -8, -14, 4, -4
CCCNC(=O)NC(=O)CSc1ccc2c(c1)OCCO2
  -7, 8, 25, 11, 6, -5, 0, -6
COC(=O)C(C)Sc1ccc2nnc(-c3cccc(F)c3)n2n1 (stereo not given)
  -9, 9, 1, 2, 10, 2, -6, -1
Cn1c(NC(=O)C2CCCO2)cc(=O)n(C)c1=O (stereo not given)
  -4, 5, 26, 0, -7, -21, -4, -15
COc1ccc(NS(=O)(=O)c2ccc(C(=O)OC(C)C(=O)N3CCOCC3)cc2)cc1 (stereo not given)
  1, 6, 23, -1, 4, -5, 5, -3
CCCCOc1ccc(C(=O)NNC(=O)C2C3C=CC(C3)C2C(=O)O)cc1 (stereo not given)
  13, -2, -7, -13, -1, 6, -3, 10
COCCNC(=O)c1ccccc1NC(=O)Cc1ccccc1[N+](=O)[O-]
  -4, 2, -17, -6, 4, -3, 9, 7
Cc1cc(C)c(C(=O)Cn2cnc3cc([N+](=O)[O-])ccc3c2=O)cc1C
  7, -17, 22, -1, -9, 8, 6, -3
CC(=O)Oc1cccc(Nc2ncnc3ccccc23)c1
  -17, 0, -23, -11, 0, 7, 0, 6

Values in the order – Gli-Sufu block, UBC13 polyUb, 697 NFkB inh, EBI2 block, Jurkat NFkB inh, Apaf-1 inh, SENP8 block, CCR6 antagonist
O=C(Nc1nc2ccccc2s1)c1ccccc1[N+](=O)[O-]
  17, -5, -105, 4, -44, 5, 1, 11
O=S(=O)(NCCc1ccccc1)c1ccc(S(=O)(=O)N2CCCCC2)cc1
  3, 0, 10, 9, -9, -12, 4, 3
COc1cc(CNC(=O)C2CCCN2S(=O)(=O)c2ccccc2)cc(OC)c1OC (stereo not given)
  -5, 11, 12, -2, 12, 3, -3, 6
O=C(NCCc1c[nH]c2ccccc12)/C(=C\c1ccco1)NC(=O)c1ccco1
  -2, 17, 17, -9, 12, -2, 1, 9
C/C=C\C=C/C(=O)Nc1cccc(C2=NOC3(C2)C[C@@H](C(N)=O)N(C(=O)CCCCC)C3)c1 (stereo not given in full)
  14, -12, -16, 0, 8, 10, 4, -3
CCOC(=O)N1CCN(c2cc(=O)n(Cc3ccc(F)cc3)c(=O)[nH]2)CC1
  -7, -3, 10, -4, -7, -23, 10, 11
CC(C)(C)OC(=O)[C@H](CCCCN)NC(=O)c1nc[nH]c1C(=O)NCCCCCN
  4, 0, 24, -13, 9, -8, 2, -2
O=C(O)c1ccc(-c2nnc(-c3ccc([N+](=O)[O-])cc3)o2)cc1
  28, 0, 25, -11, 3, 3, 0, -1
COc1cc(C(=O)OCC(=O)NC2CCS(=O)(=O)C2)c([N+](=O)[O-])cc1OC (stereo not given)
  11, -3, 13, 12, 7, -7, 1, 0
Cc1cc(C(=O)N/N=C/c2ccc(OC(=O)c3ccccc3Br)cc2)n[nH]1
  -11, 13, 9, -69, -1, -23, -7, -4
COC(=O)CCCC(=O)NC(C)c1cnn(-c2ccccc2C)c1C (stereo not given)
  -1, 0, 7, -17, -7, -1, 3, -1
O=C(c1ccccc1)c1nc[nH]c1C(=O)Nc1ccccn1
  -13, -4, 3, -6, -3, 7, -12, 20
CCCC(=O)Nc1ccc(Cl)c(NC(=O)c2cccc(OC)c2)c1
  -7, 2, -2, 5, 12, -7, -6, 17
COC(=O)Cn1c(C)c(C#N)c2ccccc21
  -2, 5, -29, 11, 6, 12, -2, 3
CCN(Cc1ccccc1)C(=O)CN1C(=S)NC(C)(C)CC1C (stereo not given)
  0, 10, 13, 0, 5, -11, -4, 6

Values in the order – Gli-Sufu block, UBC13 polyUb, 697 NFkB inh, EBI2 block, Jurkat NFkB inh, Apaf-1 inh, SENP8 block, CCR6 antagonist
O=C1c2ccccc2NC(c2cc(Cl)cc(Cl)c2O)N1Cc1cccnc1 (stereo not given)
  -15, 10, -1, 7, 16, 2, -1, 3
Clc1ccc(N2CCN(c3cnc4ccccc4n3)CC2)cc1
  -10, 19, -29, -7, -21, 3, -9, -3
CCCCc1ccc(NC(=O)c2c(C)noc2C)cc1
  -8, 7, 29, 7, -4, 7, 0, -9
O=C(CCn1nnc2ccccc21)N1CCN(c2ccccc2)CC1
  16, -4, -60, 4, -27, 8, -7, -8
COc1ccc2nc(N3CCCC3)[nH]c2c1
  10, 2, 7, -3, -25, -20, -5, 13
COc1cccc(CNC(=O)CCC2CCCN(C(=O)c3cccnc3SC)C2)c1 (stereo not given)
  -7, 11, 7, 1, 1, -3, -2, 9
COc1ccc2nc(C)cc(NCCN3CCOCC3)c2c1
  4, 1, -1, 7, 3, -1, -1, 16
CCc1ccc(CCC(=O)Nc2sc3c(c2C#N)CCCC3)o1
  -2, -8, 1, 8, 56*, -6, -7, 8
CS(=O)(=O)N1CCN(c2ccc(C(=O)NC3C4CC5CC(C4)CC3C5)cc2[N+](=O)[O-])CC1 (stereo not given)
  6, -6, 12, 8, 14, 17, -7, 0
O=C(c1cccnc1)N(c1cc2sc(=O)oc2c2ccccc12)S(=O)(=O)c1ccccc1
  14, -22, -7, -13, 14, 12, -5, 11

Some of the entries above in a different format:
canonical_smiles	Gli-Sufu block	UBC13 polyUb	697 NFkB inh	EBI2 block	Jurkat NFkB inh	Apaf-1 inh	SENP8 block	CCR6 antagonist
CCc1ccc(CCC(=O)Nc2sc3c(c2C#N)CCCC3)o1	-2	-8	1	8	56*	-6	-7	8
CS(=O)(=O)N1CCN(c2ccc(C(=O)NC3C4CC5CC(C4)CC3C5)cc2[N+](=O)[O-])CC1 (stereo not given)	6	-6	12	8	14	17	-7	0
O=C(c1cccnc1)N(c1cc2sc(=O)oc2c2ccccc12)S(=O)(=O)c1ccccc1	14	-22	-7	-13	14	12	-5	11

Source: PubChem (Sanford-Burnham Center for Chemical Genomics)
